PAFAH2 FP inh: PAFAH2 enzyme inhibitors, primary screen, biochemical, fluorescence polarization, human; Platelet-activating factor acetylhydrolase 2, cytoplasmic (Homo sapiens), Q99487; recombinant PAFAH2, FP-rhodamine activity probe; inhibition, % at 3.39 µM; 340,000 tested, 0.99% active; AID 492956, 2010;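 active = inhibition above the mean over all tested compounds plus 3 SD, cut at about 30% in these data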;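 note: inhibitors block probe labeling of enzyme so polarization drops; 0% = enzyme with DMSO and 100% = wells lacking PAFAH2 protein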
PAFAH1B3 FP inh: PAFAH1B3 enzyme inhibitors, primary screen, biochemical, fluorescence polarization, human; 340,000 tested, 0.28% active; AID 492972, 2010; recombinant PAFAH1B3, FP-rhodamine probe; Platelet-activating factor acetylhydrolase IB subunit alpha1 (Homo sapiens), Q15102; inhibition, % at 3.39 µM;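 active = inhibition above the screen-wide average of all tested compounds plus 3 SD, cut at about 25% in these data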;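 note: 0% = enzyme with DMSO only and 100% = wells lacking PAFAH1B3 protein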
Target sequence (Q15102 whole entry, looked up): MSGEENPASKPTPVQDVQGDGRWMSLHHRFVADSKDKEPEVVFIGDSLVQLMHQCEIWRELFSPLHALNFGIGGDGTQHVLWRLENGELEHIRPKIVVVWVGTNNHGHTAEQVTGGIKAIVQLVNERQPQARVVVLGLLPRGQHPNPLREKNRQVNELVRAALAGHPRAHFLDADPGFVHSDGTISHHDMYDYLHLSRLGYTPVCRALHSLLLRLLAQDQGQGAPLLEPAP
PAFAH1B2 FP inh: PAFAH1B2 enzyme inhibitors, primary screen, biochemical, fluorescence polarization, human | Platelet-activating factor acetylhydrolase IB subunit alpha2 (Homo sapiens), P68402 | recombinant PAFAH1B2, FP-rhodamine activity probe | inhibition, % at 3.39 µM | 340,000 tested, 1.2% active | AID 492953, 2010;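 active = inhibition above the mean of all tested compounds plus 3 SD, cut at about 24% in these data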;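 note: 0% = enzyme with DMSO and 100% = wells lacking PAFAH1B2; many of its hits are not listed in these tables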
Target sequence (P68402 whole entry, looked up): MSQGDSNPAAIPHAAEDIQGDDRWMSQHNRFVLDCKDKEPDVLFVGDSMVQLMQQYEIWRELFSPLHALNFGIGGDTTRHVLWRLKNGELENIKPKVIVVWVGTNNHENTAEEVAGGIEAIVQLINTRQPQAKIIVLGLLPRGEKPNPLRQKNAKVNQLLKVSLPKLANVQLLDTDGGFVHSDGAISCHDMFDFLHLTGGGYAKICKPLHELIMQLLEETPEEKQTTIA
An asterisk follows results filed as active. This is a subset (hit frequency here may not be typical).

SMILES	PAFAH2 FP inh	PAFAH1B3 FP inh	PAFAH1B2 FP inh
CC(=O)C1=C(C)N=c2s/c(=C/c3ccc4c(c3)OCO4)c(=O)n2C1c1ccc(N(C)C)cc1 (stereo not drawn)	2	-12	-2
O=[N+]([O-])c1cc2no[n+]([O-])c2cc1N1CCCCC1	74*	86*	70*
COc1cc(C(C(=O)NC2CCCCC2)N(C(=O)c2cnccn2)c2ccccc2)cc(OC)c1OC (stereo not drawn)	12	4	7
O=C(NC(Cc1ccc(O)cc1)C(=O)N=Nc1c(O)[nH]c2ccccc12)c1ccccc1 (stereo not drawn)	0	12	3
O=C(/C=C/c1ccccc1)Nc1cccc(C(=O)N2CCCC2)c1	-3	7	7
Cc1ccc(Cn2nc3c4cc(F)ccc4n(Cc4ccc(F)cc4)cc-3c2=O)cc1	3	14	4
C/C(=C\c1ccc(F)cc1)C(=O)c1c(C)cc(C)[nH]c1=O	-4	3	-4
O=P(c1ccccc1)(c1ccccc1)c1cc(S(=O)(=O)O)ccc1O	0	10	4
N#CCSc1ccccc1NC(=O)CN1C(=O)C2CC=CCC2C1=O (stereo not drawn)	-4	2	-3
O=C(c1ccccc1)N(C(=O)c1ccccc1)N1CCCC1	5	1	8
CCc1c(C)nc2[nH]ncn2c1=O	2	4	-2
O=S(=O)([O-])CCC[n+]1ccc(Oc2ccccc2)cc1	-4	9	5
Nc1nc(N)nc(-c2ccc([N+](=O)[O-])o2)n1	-3	6	8
COc1ccc(/C=C2/CSC/C(=C/c3ccc(OC)c(OC)c3)C2=O)cc1OC	7	0	-1
OC(c1ccccc1)C(O)C(c1ccccc1)N1CCCCC1 (stereo not drawn)	4	2	5
O=C(C=Cc1ccco1)c1ccco1	0	5	-3
CC(C)(C)OC(=O)N1Cc2ccccc2C[C@H]1C(=O)NC1CCCC1	2	6	3
COC(=O)Cn1c(CN2CCN(c3ccccc3F)CC2)nc2c1c(=O)n(C)c(=O)n2C	6	2	4
CC(NC(=O)C(Cc1ccccc1)=NO)c1ccccc1 (stereo not drawn)	10	7	13
COc1ccc(S(=O)(=O)NNC(=O)Nc2ccccc2OC)c(OC)c1	4	1	1
O=C(OCc1nnc(-c2ccc([N+](=O)[O-])cc2)o1)c1ccc(F)c(S(=O)(=O)N2CCOCC2)c1	30*	-2	5
COc1ccc(OC)c(CN2CCN(C(=O)c3ccc(C)c(S(=O)(=O)Nc4ccccc4OC)c3)CC2)c1	8	1	5
CC1(C)Cc2c(cnn2-c2ccccc2)C(NC(=O)CCCn2cncn2)C1 (stereo not drawn)	1	7	-2
CCOC(=O)Nc1c(Cl)[nH]c(=O)n(C)c1=O	-1	-2	4
CC(=O)N1CCCC1C(=O)O (stereo not drawn)	2	-2	2
COc1ccc(CCNc2cc(C)nc(N)n2)cc1OC	1	15	-1
COc1ccc2nc(SC(C)C(=O)NCC(=O)Nc3ccc(F)c(F)c3F)[nH]c2c1 (stereo not drawn)	4	6	2
O=S(Cc1ccccc1)Cc1ccccc1	-5	5	-1
Cc1ccc(-c2csc(/C=C3/SC(C)C(=O)N3CC(=O)Nc3ccccc3F)n2)cc1 (stereo not drawn)	11	3	5
Nc1nccc(SCc2ccccc2)n1	10	11	3
O=C(Oc1cccc(OC(=O)c2ccco2)c1)c1ccco1	2	3	0
O=C1C(O)CCN1C1CCCCC1 (stereo not drawn)	1	5	4
COc1cc(NC(=O)CCN2CCOCC2)cc(OC)c1	1	3	-2
NC(=O)c1ccc(NC(=O)COC(=O)CCCOc2ccccc2)cc1	6	4	1
Cc1cccc(C(=O)N2CCCC(c3nc(-c4ccc(F)cc4)no3)C2)c1 (stereo not drawn)	-5	12	3
Cc1ccc2[nH]c3c(NCCN4CCOCC4)ncnc3c2c1	12	4	9
CC1(C)CC(N=c2cc(-c3ccccc3)oc3ccc(Cl)cc23)CC(C)(C)N1	7	5	6
COc1cccc(/C=C/C(=O)Nc2cc(S(=O)(=O)N3CCOCC3)ccc2OC)c1	-2	3	2
c1ccc2cc(N3CCCCC3)ccc2c1	9	11	4
CC(C)(C)OC(=O)N(Cc1ccccc1)Cc1ccc(OCc2cccc(NC(=O)c3ccccc3)c2)cc1	-12	-17	-8
O=[N+]([O-])c1ccc2nc[nH]c2c1	4	1	0
CCOc1ccc(OCC(=O)OCC(=O)N2CCN(S(=O)(=O)c3ccc(C)cc3C)CC2)cc1	3	3	6
Cc1ccc2c(c1)c1c(n2CC(O)CNC(C)(C)C)CCCC1 (stereo not drawn)	4	15	4
CN(CC(=O)Nc1cccc(F)c1)C(=O)C1CCC(C(=O)N(C)CC(=O)Nc2cccc(F)c2)CC1 (stereo not drawn)	7	6	8
CC(=O)OC(C=C(C)C)C/C(C)=C/COc1c2ccoc2cc2oc(=O)ccc12 (stereo not drawn)	2	5	3
CCOc1ccc(-n2c(SCC(=O)OC)nc3sc4c(c3c2=O)CCN(C)C4)cc1	-1	1	-3
O=C(CSCC(=O)NN=Cc1ccccc1O)NN=Cc1ccccc1O	8	5	6
CC(=O)Nc1ccc(/C=N/Nc2nc3ccccc3s2)cc1	-20	2	-8

The closing 7 entries of the section above open the next one.
SMILES	PAFAH2 FP inh	PAFAH1B3 FP inh	PAFAH1B2 FP inh
CCOc1ccc(OCC(=O)OCC(=O)N2CCN(S(=O)(=O)c3ccc(C)cc3C)CC2)cc1	3	3	6
Cc1ccc2c(c1)c1c(n2CC(O)CNC(C)(C)C)CCCC1 (stereo not drawn)	4	15	4
CN(CC(=O)Nc1cccc(F)c1)C(=O)C1CCC(C(=O)N(C)CC(=O)Nc2cccc(F)c2)CC1 (stereo not drawn)	7	6	8
CC(=O)OC(C=C(C)C)C/C(C)=C/COc1c2ccoc2cc2oc(=O)ccc12 (stereo not drawn)	2	5	3
CCOc1ccc(-n2c(SCC(=O)OC)nc3sc4c(c3c2=O)CCN(C)C4)cc1	-1	1	-3
O=C(CSCC(=O)NN=Cc1ccccc1O)NN=Cc1ccccc1O	8	5	6
CC(=O)Nc1ccc(/C=N/Nc2nc3ccccc3s2)cc1	-20	2	-8
c1ccc(CSc2ncnc3c2ncn3C2CCCCO2)cc1 (stereo not drawn)	3	10	2
Nc1nc(-c2ccc3c(c2)CCCC3)c(CC(=O)O)s1	3	8	11
CC(C)N1CCN(C(=O)C2CCC(=O)N(CCc3cccc(F)c3)C2)CC1 (stereo not drawn)	6	4	3
COc1ccccc1NC(=O)CCNC(=O)c1ccc(C)cc1	0	4	0
CCOC(=O)N1CCN(C(=O)CCc2ccc(S(=O)(=O)NC(C)C)cc2)CC1	-4	13	6
O=c1oc(=O)c2ccccc2c2ccccc12	4	6	4
COC(=O)C(C(=O)OC)[C@@H]1C=C[C@H](C[N+](=O)[O-])N(C(C)=O)C1	-4	2	6
O=[N+]([O-])c1cc(CSC2=NCCN2)ccc1O	2	2	4
CC(Sc1nnc(Cc2cccs2)n1C)C(=O)Nc1ccc(C(N)=O)cc1 (stereo not drawn)	7	7	3
COc1ccc(S(=O)(=O)N2CCOCC2)cc1NC(=O)c1ccc(S(=O)(=O)N2CCCCC2)cc1	8	-1	4
COC(C(=O)Nc1ccnn1C1CCN(Cc2ccc(C)o2)CC1)c1ccccc1 (stereo not drawn)	-2	-4	-2
CCCCSc1nc2c([nH]1)c(=S)n(C)c(=O)n2C	3	-8	1
Cc1ccc(NNC2CC(=O)N(c3cccc(Cl)c3)C2=O)cc1 (stereo not drawn)	4	5	4
CC(C)Cc1ccc(C(C)CC2=CCC(CN(C)C)C2=O)cc1 (stereo not drawn)	3	4	-2
OC(c1ccc2ccccc2n1)c1c(Cl)cccc1Cl (stereo not drawn)	-3	1	9
Cc1ccc(N/C(N)=N/c2nc(CSc3ccc(C)cc3)cc(=O)[nH]2)cc1	-6	4	0
COc1ccccc1NC1=C(NC(C)=O)C(=O)c2ccccc2C1=O	2	1	-3
CC(=NNC(=S)SCc1ccccc1)c1ccccn1	6	4	3
CCOC(=O)C1=C(O)/C(=C/c2cc(OC)c(O)c(OC)c2)SC1=Nc1ccc(OC)cc1	-38	-26	-13
COc1ccc(C(=O)NCC(c2ccccc2)c2ccccc2)cc1S(=O)(=O)N1CCOCC1	3	-1	5
COc1ccc(C(=O)Nc2nc3nc(-c4ccccc4)cc(=O)n3[nH]2)cc1	-5	6	-3
CC(C)CN(C(=O)C1CCCO1)c1c(N)n(CC(C)C)c(=O)[nH]c1=O (stereo not drawn)	2	9	6
Cn1nc(C(=O)NCc2ccc(F)cc2)cc1C(=O)NCc1ccc(F)cc1	-8	0	2
Fc1ccccc1NC(=S)NCCc1ccc(Cl)cc1	-1	3	13
COc1ccc2nc3ccccc3[n+]([O-])c2c1	1	-1	5
CC(C)[C@@H](NC(=O)C1CCC(CNC(=O)[C@H](Cc2ccccc2)NC(=O)OC(C)(C)C)CC1)C(=O)O (stereo partly drawn)	6	7	5
Cc1cccc(-n2c(=S)[nH]c3sc4c(c3c2=O)CCc2ccccc2-4)c1	21	3	4
COc1ccc(Cl)cc1NC(=O)CSc1nc(NS(=O)(=O)c2ccccc2)cc(=O)[nH]1	-38	-31	-16
CCOC(=O)c1c(CSC(=N)N)n(-c2ccc(Br)cc2)c2cc(Br)c(OC(C)=O)cc12	0	-2	0
O=C(CN(c1ccc(Br)cc1)S(=O)(=O)c1ccc(Cl)c([N+](=O)[O-])c1)NCC1CCCO1 (stereo not drawn)	22	0	7
O=CNC1c2ccccc2CCc2ccccc21	2	6	1
Cc1ccc(NC(=O)Cn2c(=O)ccn(Cc3ccccc3)c2=O)cc1S(=O)(=O)N1CCOCC1	-9	0	1
O=[N+]([O-])c1ccc(C=NNc2ccccc2)cc1	2	7	6
Cc1ncc(CO)c(/C=N/NC(=O)c2ccoc2C)c1O	-1	17	-1
CNC(=O)c1c(NC(=O)c2ccc3ncsc3c2)sc(C)c1C	-4	2	3
Nc1c(N(CCCO)C(=O)CCCN2C(=O)c3cccc4cccc(c34)C2=O)c(=O)[nH]c(=O)n1Cc1ccccc1	12	-1	2
CN(Cc1cc(Cl)cc(Cl)c1O)Cc1c(O)ccc2ccccc12	-14	8	2
CN(C)c1ccc(C=NNC(=O)c2cccc3ccccc23)c(Cl)c1	2	5	-3
O=C(CCc1ccccc1)NC(c1cccs1)c1cc(Cl)c2cccnc2c1O (stereo not drawn)	2	14	8
Cc1cc(Cc2cc(C)c(O)c(CO)c2)cc(CO)c1O	-9	5	1
O=C(CN1C(=O)c2ccccc2S1(=O)=O)Nc1cc(S(=O)(=O)N2CCCCC2)ccc1Cl	6	5	6
CCOP(=O)(Nc1cccc2oc(=O)c3ccccc3c12)OCC	-4	4	4
Cn1c(=O)c2c(nc(SCC(=O)OCc3ccccc3)n2C)n(C)c1=O	0	9	0
Cc1c(CC(=O)O)c(=O)oc2c(C)c3occ(-c4ccc(F)cc4)c3cc12	3	5	20
CC(C)(O)C#Cc1ccc(C(=O)N2CCC(C(N)=O)(N3CCCCC3)CC2)o1	1	-4	2
Cc1ccc(NC(=O)CCC(=O)N2CCC(c3ccccc3)=N2)cc1S(=O)(=O)N1CCCCC1	3	-6	-2
Cn1cnc([N+](=O)[O-])c1Sc1nnc(-c2cccnc2)n1C	8	-1	8
O=C(NCCCOc1ccc([N+](=O)[O-])cc1Cl)OCc1ccccc1	-4	-2	8
CCNC1(C(N)=O)CCN(Cc2ccccc2)CC1	0	12	1
COC(=O)c1ccccc1S(=O)(=O)N1CCC(C(=O)Nc2ccccc2N2CCOCC2)CC1	4	6	-2
CCOC(=O)C1C(=O)C(=O)N(C(C)C)C1C(=O)OCC (stereo not drawn)	4	4	1
Cc1ccc(S(=O)(=O)N(CCC(=O)NCC(c2ccccc2)N(C)C)c2ccccc2)cc1 (stereo not drawn)	6	9	7
COc1ccc(-c2nc(=S)c3ccc4ccccc4c3[nH]2)cc1	0	5	2
Cc1ccc(N(Cc2ccccc2O)C(=O)c2ccccc2F)cc1	0	-3	2
CCc1cccc2c1NC(=O)C2=O	5	-1	1
COCC(=O)N1CCC2CC1c1c(-c3ccc(C(F)(F)F)cc3)cccc12 (stereo not drawn)	3	-4	-1
O=C(NCCCN1CCCC1=O)c1cc(S(=O)(=O)N2CCN(c3ccccc3)CC2)ccc1Cl	-4	9	2
CCc1c(C)sc(NC(=S)N2CCN(C(=O)C3CCCO3)CC2)c1C(=O)OC (stereo not drawn)	4	2	0
COc1ccccc1CN1CC(C(=O)NCc2ccc(SC)cc2)CCC1=O (stereo not drawn)	1	1	-1
O=C(O)c1cc(-c2ccc(/C=N/Nc3ccc([N+](=O)[O-])cn3)o2)ccc1Cl	6	10	8
COc1ccc(OCC(=O)Nc2c(Cl)ccc3nsnc23)cc1	1	6	1
O=c1[nH]c(C2CCN(S(=O)(=O)c3ccc4c(c3)OCCO4)CC2)nc2c1nnn2Cc1ccccc1	1	-2	-5
O=[N+]([O-])c1ccc(S(=O)(=O)N/N=C/c2ccsc2)cc1	-2	8	4

Some values from the entries so far:
CCc1cccc2c1NC(=O)C2=O in PAFAH2 FP inh = 5
O=C(NCCCN1CCCC1=O)c1cc(S(=O)(=O)N2CCN(c3ccccc3)CC2)ccc1Cl in PAFAH1B3 FP inh = 9
CCNC1(C(N)=O)CCN(Cc2ccccc2)CC1 in PAFAH2 FP inh = 0

Screening results deposited in PubChem by The Scripps Research Institute Molecular Screening Center.
